# Dengue-2 NS5 capping: Dengue-2 NS5 methyltransferase inhibitors, primary screen, biochemical, confirmation dose response (AID 588689); actives 0.3% (n = 340,000); Dengue-2 NS5 methyltransferase capping enzyme assay, biochemical; higher % means a stronger effect; one-dose inhibition, % at 25 µM; IC50 in µM for titrated hits; in the data active means a potency from the dose series; inconclusive means inhibition above about 29% without an active follow-up result
# Large T inhibition: SV40 large T antigen inhibitors, biochemical (AID 1903); SV40 large T antigen ATPase/helicase inhibition assay; higher % means a stronger effect; actives 0.39% (n = 310,000); inhibition, % at 20 µM, or IC50 in µM where a hit was titrated; in the data active means a potency from the dose series; inconclusive means inhibition mostly from about 32% at the one dose, without a potency; inactive means the rest, 99 in 100 with inhibition below about 32%; further: strong numbers were not always called active
# GPR35 arrestin U2OS: GPR35 antagonists blocking zaprinast-driven arrestin recruitment, primary screen, imaging, U2OS, beta-arrestin-GFP, zaprinast agonist (AID 2058); U2OS GPR35 beta-arrestin-GFP translocation imaging, zaprinast antagonism; higher % means a stronger effect; one-dose inhibition, % at 10 µM; IC50 in µM for titrated hits; actives 0.052% (n = 290,000);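 active means inhibition of at least 50% with at least 30 cells and total cytoplasm GFP at most 10,000,000; inconclusive means under 30 cells or total GFP of 10,000,000 plus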
# Rac1 GTP hydrolysis: MgcRacGAP GTPase-activating activity inhibitors, confirmation, biochemical, ADP Hunter fluorescence. Rac GTPase-activating protein 1 (Homo sapiens). MgcRacGAP-stimulated Rac1 GTP hydrolysis, ADP Hunter fluorescence; higher % means a stronger effect; GST-tagged Rac1 F28L mutant substrate. inhibition, % at 30 µM, or IC50 in µM where a hit was titrated. actives 0.6% (n = 340,000). AID 624330, 2012;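 active means first-screen hits whose inhibition reached a set limit at any dose in the follow-up dose series; inconclusive means inhibition above the set first-screen limit but never retested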;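 further: fluorescence reports GDP produced by GAP-driven GTP hydrolysis; strong numbers were not always called active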
# Yfh1-depleted yeast: enhancers of respiration in Yfh1-depleted yeast, dose response, Friedreich's ataxia, plus single-dose screen (AID 1465); S. cerevisiae Yfh1-off respiration, WST-1 reduction, 72 h; higher fold induction means a stronger effect; fold induction at 50 µM; hits with a dose series show EC50 in µM; actives 0.074% (n = 220,000);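 active means fold induction of absorbance versus untreated yeast above a set limit, then at least 30% activation at any dose in follow-up; inconclusive means repeats straddling the limit, or above it without dose testing; inactive means fold induction below the set limit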;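 further: activators that raise dye reduction in frataxin-depleted yeast; strong numbers were not always called active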
# AID2073: inhibitors of Mint1-CaV2.2 protein interaction, biochemical, HTRF (AID 2073) | inhibition, % at 20 µM, or IC50 in µM where a hit was titrated | Voltage-dependent N-type calcium channel subunit alpha-1B (Homo sapiens) | actives 0.19% (n = 290,000) | HTRF protein-protein interaction, Mint1-CaV2.2; higher % means a stronger effect; in the data active means inhibition mostly above about 51%, no sharp cut-off; inconclusive means no clear call, values can overlap the other calls; inactive means mostly below about 53%; further: some results filed as inactive read as strong as hits
# NTR1 agonist: agonists of NTR1, primary screen, imaging, U2OS cells, beta-arrestin-GFP, high content (AID 493036); Neurotensin receptor type 1 (Homo sapiens), P30989; NTR1-U2OS beta-arrestin-GFP spot imaging, agonist mode; activation, % at 20 µM; actives 0.17% (n = 330,000);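 active means activation at or above 40% of the spot to cytoplasm intensity ratio, with at least 20 cells analyzed; inconclusive means wells under 20 cells, flagged as cytotoxic or low count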;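 further: 0% = DMSO without peptide and 100% = 100 nM NTR1 peptide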
# Target sequence (P30989 whole entry, looked up): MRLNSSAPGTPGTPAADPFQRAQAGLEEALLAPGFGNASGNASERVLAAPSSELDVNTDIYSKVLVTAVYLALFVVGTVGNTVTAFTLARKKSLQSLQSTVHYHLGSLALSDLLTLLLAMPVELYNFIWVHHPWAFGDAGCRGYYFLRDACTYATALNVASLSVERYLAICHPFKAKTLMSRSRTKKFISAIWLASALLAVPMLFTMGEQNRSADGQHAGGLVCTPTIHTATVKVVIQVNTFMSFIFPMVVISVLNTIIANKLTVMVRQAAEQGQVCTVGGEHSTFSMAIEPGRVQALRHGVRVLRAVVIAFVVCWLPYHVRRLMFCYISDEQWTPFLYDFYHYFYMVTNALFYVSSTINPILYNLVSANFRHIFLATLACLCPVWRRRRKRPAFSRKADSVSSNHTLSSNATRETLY
# GPR55 LPI antagonism: GPR55 antagonists blocking LPI-driven arrestin recruitment, primary screen, imaging, U2OS, beta-arrestin-GFP, LPI agonist (AID 2013) | G-protein coupled receptor 55 (Homo sapiens) | U2OS GPR55 beta-arrestin-GFP translocation imaging, LPI antagonism; higher % means a stronger effect | inhibition, % at 10 µM, or IC50 in µM where a hit was titrated | actives 0.13% (n = 290,000);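 active means spots per cell inhibited over 60%, with over 100 cells counted and total cytoplasm intensity under 500,000; inconclusive means wells with under 100 cells, flagged as likely toxic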;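 further: U2OS cells stably carrying GPR55 and arrestin-GFP stimulated by 5 µM LPI near EC80; imaged beta-arrestin-GFP aggregate spots per cell after agonist stimulation; plate controls were LPI-stimulated DMSO wells for no effect and DMSO wells without LPI for full effect; some results filed as inactive read as strong as hits; confirmed hits need IC50 under 10 µM and bright autofluorescent wells are also inconclusive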
# GPR55 beta-arrestin: GPR55 agonists via beta-arrestin recruitment, primary screen, imaging, U2OS cells, beta-arrestin-GFP redistribution (AID 1961). U2OS GPR55 beta-arrestin-GFP redistribution imaging; higher % means a stronger effect. one-dose activation, % at 10 µM; EC50 in µM for titrated hits. actives 0.048% (n = 290,000);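 active means activation above 40% with more than 50 cells counted in the well; inconclusive means wells holding fewer than 50 cells, flagged as toxic or sparse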;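 further: U2OS osteosarcoma cells stably expressing GPR55 and beta-arrestin-GFP; plate controls were DMSO negative control for no effect and LPI positive control for full effect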
# NTR1 agonist cell count 20 µM: recorded beside NTR1 agonist, whose call it bears; cell count; measured here: cell count, cytotoxicity flag
# Numbers without * were called inactive; i = inactive; ? = inconclusive; . = not tested or not shown.
canonical_smiles | Yfh1-depleted yeast | NTR1 agonist | GPR55 LPI antagonism | Rac1 GTP hydrolysis | GPR35 arrestin U2OS | AID2073 | GPR55 beta-arrestin | Dengue-2 NS5 capping | NTR1 agonist cell count 20 µM | Large T inhibition
COc1ccc(-c2csc(NC(=O)CN3C(=O)NC4(CCCC4)C3=O)n2)cc1OC | . | 0.5 | . | 12% | . | . | . | 4% | 57 | 24%
COC(=O)c1ccc2c(=O)n(CCCCCC(=O)NCc3ccccn3)c(=O)[nH]c2c1 | i | -1.1 | 13% | 10% | -4% | 8% | -0.1% | 2% | 85 | 12%
Cc1ccc(-c2c(C)n([O-])c3c([n+]2=O)CCC3)o1 | i | -0.2 | 6% | 16% | 3% | 5% | 0.2% | 1% | 52 | 8%
c1csc(CN2CCN(Cc3cccs3)C2c2cccs2)c1 | i | -0.1 | 11% | 9% | 11% | 3% | -0.1% | -7% | 68 | 2%
COc1ccc(NC(=O)C2CCN(C(=O)Nc3ccc(C)cc3)CC2)cc1OC | . | -2.8 | -3% | 3% | -6% | -7% | -0.2% | -3% | 67 | 1%
CCc1ccc(N2C(=O)CN(Cc3ccc(OC)c(OC)c3)C2=S)cc1 | i | 4.2 | 12% | -6% | -17% | -3% | 0.2% | -7% | 47 | -13%
Cc1ccccc1OCCNc1cc(N2CCN(CCO)CC2)ccc1[N+](=O)[O-] | i | 1.1 | 9% | 6% | 8% | 1% | -0.3% | -1% | 39 | 12%
CCc1ccc(/C(C)=N/NC(=O)C(O)c2ccccc2)s1 (stereo not drawn) | . | 2.2 | . | 9% | . | . | . | 12% | 38 | 1%
CSc1nc(N(C)C)nc(N(C)C#N)n1 | i | 1.8 | -6% | 0% | -7% | 4% | -0.4% | -2% | 38 | -1%
CCCCNS(=O)(=O)c1ccc(NC(=O)Cc2ccc(OC)cc2)cc1 | i | 2.2 | 17% | 7% | -2% | 2% | -0.9% | -8% | 41 | -1%
O=[N+]([O-])c1ccc(SCc2ccncc2)nc1 | . | -1.3 | -10% | 8% | 0% | 6% | -0.1% | -6% | 94 | 22%
CC(C)c1c(C(=O)N/N=C/c2cccc(OCc3ccccc3)c2)nnn1-c1nonc1N | . | 18 | 23% | 6% | 10% | 13% | 0.9% | 5% | 57 | 4%
S=C(Nc1cc(Cl)cc(Cl)c1)NC1CCN(Cc2ccccc2)CC1 | . | 52* | 18% | 4% | -2% | -10% | 0.2% | -5% | 39* | 11%
Nc1c(C(=O)NC2CC2)sc2nc3c(c(-c4ccco4)c12)CC/C3=C/c1ccco1 | i | . | -5% | ? | -12% | 13µM* | -0.2% | -3% | . | 71%
CCN(CC(=O)Nc1ccc(NC(C)=O)cc1)C(=O)COc1ccc(C(=O)c2ccccc2)cc1 | i | 3.1 | 6% | 2% | -17% | -5% | -0.1% | -3% | 50 | 6%
O=C(c1cc2ccccc2oc1=O)N1CCN(CCc2ccccc2)CC1 | i | 1.0 | 19% | 1% | 7% | -4% | -0.1% | 3% | 66 | 12%
COCC1CCN(Cc2cn(C)nc2-c2cccc(Cl)c2)C1 (stereo not drawn) | i | 0.6 | 16% | 1% | 20% | 0% | -0.1% | -3% | 63 | 15%
Cn1c(COc2ccc(Cl)cc2)nc2ccccc2c1=O | i | 0.4 | 23% | 3% | 2% | 21% | 0.0% | -14% | 44 | .
COc1ccccc1N(CC(=O)NCc1ccc(F)cc1)C(=O)CCC(=O)Nc1ccccn1 | i | 3.1 | 17% | 1% | 11% | -6% | -0.1% | -5% | 61 | .
O=C(/C=C/c1c(Cl)nc2ccccn12)N1CCN(c2ccccc2F)CC1 | i | 0.6 | 13% | 10% | -6% | 7% | -0.3% | -9% | 78 | 5%
O=C(CSc1nc2ccccc2[nH]1)Nc1c(F)c(F)c(F)c(F)c1F | i | 1.3 | -3% | 2% | -9% | -6% | 0.1% | -13% | 45 | 19%
O=C(Cc1ccccc1)Nc1ccc2c(c1)CCC2 | i | -0.4 | 12% | 0% | 3% | -3% | -0.2% | -13% | 50 | 7%
Cc1occc1C(=O)NNC(=O)CN1C(=O)NC(C)(c2ccccc2)C1=O (stereo not drawn) | . | 0.0 | . | 6% | . | . | . | -1% | 85 | 5%
OC(Cn1cncn1)(c1ccc(F)cc1)c1ccc(Cl)cc1 (stereo not drawn) | . | -0.3 | 13% | 5% | -11% | 0% | 0.0% | -2% | 82 | 14%
COc1ccccc1C(=O)Nc1ccccc1C(=O)NC1CCCCC1 | . | -0.1 | 13% | 1% | -3% | 9% | 0.3% | -9% | 59 | 21%
Nc1n[nH]c(C(F)(F)F)c1-c1ccccc1 | i | 0.3 | -5% | 9% | -8% | -13% | -0.3% | -5% | 85 | 10%
Cc1ccc(S(=O)(=O)N2CCN(C(=O)CSc3cc(C)ccc3C)CC2)c(C)c1 | . | 4.8 | 9% | 0% | -12% | 18% | 0.0% | -7% | 50 | 22%
N#Cc1c(Cl)nc(-c2ccncc2)nc1-c1ccccc1 | . | -0.1 | -14% | 7% | -2% | 32% | 0.0% | -8% | 112 | -10%
CCCSc1nnc(-c2c[nH]c3ccccc23)n1CC | i | 1.1 | 13% | 8% | -11% | -8% | -0.2% | -6% | 86 | 12%
COc1ccc(COC(=O)c2ccc(C)c(S(=O)(=O)N3CCOCC3)c2)cc1F | . | -0.1 | . | 4% | . | . | . | 4% | 45 | 11%
CC(=O)c1ccc(NC(=O)CCCC(=O)c2ccccc2)cc1 | . | -2.0 | -2% | 9% | -10% | -1% | 0.0% | -8% | 83 | 9%
Cc1cc(C)c(NC(=S)NCCO)c(C)c1 | i | 0.9 | 6% | 8% | -4% | 0% | 0.4% | 2% | 77 | 20%
COc1ccccc1CNC(=O)c1cccc(C)c1[N+](=O)[O-] | i | -0.2 | -4% | -1% | -10% | 26% | -0.3% | -5% | 59 | 9%
CC1CCC(NC(=O)c2ccc3c(c2)OCO3)CC1 (stereo not drawn) | . | -1.1 | 27% | 5% | 7% | ? | -0.1% | 0% | 62 | 3%
Nc1nc(Nc2ccccc2)nc(NCCO)c1[N+](=O)[O-] | i | -1.5 | 9% | 14% | -4% | 5% | 0.6% | -2% | 51 | 18%
Cc1cc(C)n(CCN(C)C(=O)C2CCC(=O)N(CCc3cccc(F)c3)C2)n1 (stereo not drawn) | . | -0.7 | -2% | 11% | 0% | -6% | -0.1% | -7% | 52 | -6%
NS(=O)(=O)c1ccc(NC(=O)CSc2nc(Nc3ccccc3)nc(N3CCOCC3)n2)cc1 | . | 2.1 | 8% | 8% | -5% | 2% | 0.0% | -9% | 60 | 5%
CS/C(N)=N/C(=S)Nc1cccc(Cl)c1 | i | 0.8 | -1% | 10% | 5% | -14% | -0.3% | -1% | 59 | 22%
CC(C)(C)c1ccc(C(=O)NCc2nnc(SCC(=O)NC3CCCCC3)o2)cc1 | . | 0.3 | 3% | 8% | -20% | 0% | -0.1% | -13% | 70 | 18%
CN(C)S(=O)(=O)N1CCC(CCCC2CCN(S(=O)(=O)N(C)C)CC2)CC1 | i | 0.8 | -6% | 0% | -3% | -2% | -0.2% | 0% | 31 | 9%
Cc1ccc(NC(=O)c2cc(S(=O)(=O)N3CCCC3)cn2C)cc1C | . | -2.8 | 4% | -2% | 3% | 7% | 1.0% | 0% | 68 | 0%
COC(CNC(=O)c1ccc(Cn2c(=S)[nH]c3cc4c(cc3c2=O)OCO4)cc1)OC | i | 0.4 | 8% | 4% | 21% | -46% | -0.3% | -12% | 73 | 5%
Cc1cccc(C(=O)NNC(=O)Nc2ccccc2)c1 | i | 1.3 | 3% | 11% | 0% | 2% | 0.1% | 2% | 91 | 7%
NC(=O)c1cccnc1Sc1ccc(Cl)cc1 | i | -0.1 | 2% | 0% | -8% | -6% | 0.7% | 5% | 80 | 11%
CC1(C)Cc2ccccc2C2=C(C(=O)N3CCCCCC3)C(=O)C(=O)N21 | i | 6.3 | 8% | 5% | -1% | -3% | 0.1% | -2% | 45 | 12%
CSCC[C@H](NC(=O)Nc1ccc(C)cc1)C(=O)O | i | -0.7 | 1% | 3% | -10% | -10% | 0.2% | -1% | 38 | -5%
CCN(CC)S(=O)(=O)c1cccc(C(=O)N/N=C/c2ccccc2OCC(=O)O)c1 | i | -0.9 | 24% | -3% | 3% | 6% | 0.1% | -4% | 52 | -1%
COc1ccc(N(CC(=O)NC2CC3CCC2C3)S(=O)(=O)c2ccccc2)cc1OC (stereo not drawn) | . | -0.1 | 13% | -4% | -10% | 5% | 20% | -4% | 36 | -3%

# Compounds above containing a Cl atom (eight):
canonical_smiles | Yfh1-depleted yeast | NTR1 agonist | GPR55 LPI antagonism | Rac1 GTP hydrolysis | GPR35 arrestin U2OS | AID2073 | GPR55 beta-arrestin | Dengue-2 NS5 capping | NTR1 agonist cell count 20 µM | Large T inhibition
S=C(Nc1cc(Cl)cc(Cl)c1)NC1CCN(Cc2ccccc2)CC1 | . | 52* | 18% | 4% | -2% | -10% | 0.2% | -5% | 39* | 11%
COCC1CCN(Cc2cn(C)nc2-c2cccc(Cl)c2)C1 (stereo not drawn) | i | 0.6 | 16% | 1% | 20% | 0% | -0.1% | -3% | 63 | 15%
Cn1c(COc2ccc(Cl)cc2)nc2ccccc2c1=O | i | 0.4 | 23% | 3% | 2% | 21% | 0.0% | -14% | 44 | .
O=C(/C=C/c1c(Cl)nc2ccccn12)N1CCN(c2ccccc2F)CC1 | i | 0.6 | 13% | 10% | -6% | 7% | -0.3% | -9% | 78 | 5%
OC(Cn1cncn1)(c1ccc(F)cc1)c1ccc(Cl)cc1 (stereo not drawn) | . | -0.3 | 13% | 5% | -11% | 0% | 0.0% | -2% | 82 | 14%
N#Cc1c(Cl)nc(-c2ccncc2)nc1-c1ccccc1 | . | -0.1 | -14% | 7% | -2% | 32% | 0.0% | -8% | 112 | -10%
CS/C(N)=N/C(=S)Nc1cccc(Cl)c1 | i | 0.8 | -1% | 10% | 5% | -14% | -0.3% | -1% | 59 | 22%
NC(=O)c1cccnc1Sc1ccc(Cl)cc1 | i | -0.1 | 2% | 0% | -8% | -6% | 0.7% | 5% | 80 | 11%

# Screens (PubChem BioAssay)
